# High-throughput results (PubChem)
# PDI turbidity: PDI (human) enzyme inhibition | PDI insulin aggregation turbidity, A650, 90 min | inhibition, % at 10 µM | 350,000 tested, 0.052% active | AID 588391;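 active = mean inhibition across replicates of 30% or more, whatever share of single replicates reach that level; inconclusive = mean inhibition below 30% while every single replicate reaches 30%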;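 note: absorbance from insulin aggregation driven by PDI reduction with DTT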
# Target sequence (P07237 whole entry, looked up): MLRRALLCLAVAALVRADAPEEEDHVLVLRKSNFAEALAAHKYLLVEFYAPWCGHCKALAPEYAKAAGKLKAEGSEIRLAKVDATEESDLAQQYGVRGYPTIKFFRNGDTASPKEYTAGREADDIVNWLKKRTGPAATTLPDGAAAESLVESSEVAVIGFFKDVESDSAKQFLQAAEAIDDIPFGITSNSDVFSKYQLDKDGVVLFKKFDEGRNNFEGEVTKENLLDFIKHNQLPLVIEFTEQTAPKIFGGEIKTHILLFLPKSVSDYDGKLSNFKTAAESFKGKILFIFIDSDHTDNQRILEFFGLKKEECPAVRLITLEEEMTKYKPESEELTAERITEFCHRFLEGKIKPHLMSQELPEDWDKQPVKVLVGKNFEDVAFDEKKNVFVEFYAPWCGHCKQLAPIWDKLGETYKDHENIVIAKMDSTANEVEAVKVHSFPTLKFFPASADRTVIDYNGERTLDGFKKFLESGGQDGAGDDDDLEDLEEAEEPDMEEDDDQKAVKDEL
# TRPM1 prom inh: inhibitors of MITF-driven TRPM1 promoter in melanoma cells; AID 488899; inhibition, % at 12.5 µM; 330,000 tested, 0.83% active; SK-MEL-5 TRPM1 promoter luciferase, 24 h;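 active = mean inhibition across replicates of 60% or more, whatever share of single replicates reaches that level; inconclusive = some that reach 60%, reason not given; inactive = mean inhibition across replicates below 60%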; note: values of inactives mirror those of a sister screen read the other way
# NR2E3 ag-1: activates human NR2E3 receptor; 360,000 tested, 0.35% active; CHO-S Gal4-NCOR/VP16-NR2E3 two-hybrid, luciferase; Q9Y5X4; AID 602229; inhibition of corepressor binding, % at 3.98 µM;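 active = inhibition above the mean of all tested compounds plus 3 SD, cut at about 70% in these data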;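 note: 0% = DMSO with NR2E3 transfected cells and 100% = cells lacking NR2E3 construct; higher means lower luciferase signal from less NR2E3 corepressor binding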
# Target sequence (Q9Y5X4 whole entry, looked up, the tested form may be a part): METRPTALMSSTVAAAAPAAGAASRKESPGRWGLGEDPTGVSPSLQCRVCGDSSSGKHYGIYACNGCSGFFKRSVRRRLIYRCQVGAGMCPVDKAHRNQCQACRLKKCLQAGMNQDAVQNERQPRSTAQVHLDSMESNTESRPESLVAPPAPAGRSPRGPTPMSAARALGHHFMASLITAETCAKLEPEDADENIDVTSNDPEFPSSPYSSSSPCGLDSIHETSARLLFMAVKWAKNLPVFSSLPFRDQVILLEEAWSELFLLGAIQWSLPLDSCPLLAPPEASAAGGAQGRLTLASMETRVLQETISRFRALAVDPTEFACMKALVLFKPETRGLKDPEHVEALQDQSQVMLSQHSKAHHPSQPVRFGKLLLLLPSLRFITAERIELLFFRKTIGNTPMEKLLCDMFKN
# Peg3 promoter: Peg3 promoter activity inhibition; HeLa PEG-Prom luciferase reporter, luminescence, overnight; 360,000 tested, 1.7% active; inhibition, % at 20 µM;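 active = inhibition of at least 50% at 20 µM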
# HIF-2a inh: blocks HIF-2a reporter activity; 786-0 RCC cells HIF-2a reporter, luciferase luminescence, overnight; inhibition, % at 18.8 µM; 360,000 tested, 0.72% active;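 active = inhibition of the luminescence signal of 40% or more relative to plate controls, in a single-dose primary screen at 18.75 µM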
# Exocytosis inh: lytic granule exocytosis inhibition; TALL-104 LAMP-1 surface exposure, flow cytometry; cells stimulated with thapsigargin and PMA; inhibition, % at 10 µM; 360,000 tested, 0.66% active; AID 651702;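 active = inhibition above about 55%, limit read from the data; inconclusive = no clear call, values can overlap the other calls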
# NR2E3 ag-2: NR2E3 (human) agonism. Q9Y5X4. GST-NR2E3/biotin-RetCOR TR-FRET, 1536-well. inhibition of corepressor binding, % at 4.78 µM. 320,000 tested, 0.12% active. AID 2300;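 active = percent inhibition above the cutoff of mean plus 3 SD of all tested compounds, set per screening campaign, cut at about 20% in these data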;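 note: 0% = DMSO wells and 100% = biotin wells as full block of FRET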
#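 Material: NR2E3–RetCOR corepressor complex | Quantity: 1.35 nM GST-tagged NR2E3 final | Schedule: 5 h at 4 °C | Replication: Singlicate compound wells | Reagent: RetCOR corepressor, biotinylated, 7 nM | Controls: Biotin wells as high control, 0.6% DMSO wells as low control | Signal: TR-FRET, Eu(K)-anti-GST donor, streptavidin-D2 acceptor, ex 340, em 617/671 nm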
# hiPSC survival: enhancers of human iPSC single-cell survival | survival enhancement, % at 20 µM | 360,000 tested, 0.044% active | hiPSC single-cell survival, ATPlite luminescence; 100% = ROCK inhibitor wells, 0% = DMSO; in the data active = survival enhancement above about 18%;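 note: cells exposed to compounds for 16 hours before the ATP read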
# Vif imaging: blocks HIV Vif function. HEK293T cells, Vif self-association by quenched fluorescence, imaging, 24 h. inhibition, % at 7.49 µM. 340,000 tested, 0.35% active; in the data active = inhibition above about 50%, passing the limit was not always enough; inconclusive = no clear call, values can overlap the other calls; inactive = below about 31%; note: some results filed as inactive read as strong as hits
# aDG glyco act: increases alpha dystroglycan glycosylation; Pro5-aDG cells, alpha-DG glycosylation AlphaScreen (IIH6); 0% Pro5, 100% B10-LARGE cell signal; activation, % at 10 µM; 360,000 tested, 0.22% active;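 active = activation of at least 8% versus controls, or a plate z-score of at least 8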;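 note: Pro5 are CHO cells carrying HIG-tagged alpha-DG that lacks glycosylation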
# CaV13 ICDI inh: Primary screen for inhibitors of IQ motif and Ca2+-dependent inactivation inhibitor domain binding in CACNA1D, Förster resonance energy transfer in living cells, … | HEK cells, CFP/YFP FRET ICDI-IQ, plate reader, 10 min; percent FRET-ratio fall versus neutral wells | inhibition, % at 12.3 µM | 340,000 tested, 0.098% active | AID 743397;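 active = mean replicate inhibition of at least 30% and at least 1% of replicates passing that level; inconclusive = only one of the two criteria is met; inactive = neither criterion is met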;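 note: 0% = median of the neutral control wells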
# Numbers without * were called inactive; u = inconclusive; x = no result given.
SMILES,PDI turbidity,TRPM1 prom inh,NR2E3 ag-1,Peg3 promoter,HIF-2a inh,Exocytosis inh,NR2E3 ag-2,hiPSC survival,Vif imaging,aDG glyco act,CaV13 ICDI inh
CC(C)(CNC(=O)CNC(=O)c1ccc(Cl)cc1Cl)N1CCOCC1,-3,-5,39,-18,0,-3,x,-0.5,-6,0.4,-4
COC(=O)c1sccc1NC(=S)N1CCN(c2ccc(F)cc2)CC1,-1,-22,14,-9,-27,33,2,-2.2,1,-0.3,-6
CCc1ccc(NC(=O)c2noc(C(C)C)c2[N+](=O)[O-])cc1,-4,8,-9,-111,-145,1,0,0.1,18,-0.2,4
O=[N+]([O-])c1cccc(C(O)C23CN4CN(CN(C4)C2)C3)c1 (configuration not stated),-1,6,5,11,18,3,-1,-0.4,7,0.1,-5
COc1cc(/C=N/N=C2/NC(=O)C(c3ccccc3)S2)ccc1O (configuration not stated),-6,-8,-11,4,8,-1,0,-1.2,-2,0.0,-7
Cc1ccc(NC(=O)CCc2nnc3ccc(N4CCC5(CC4)OCCO5)nn23)cc1F,-3,-1,-23,17,7,-1,-1,-0.4,14,-0.1,-4
Oc1oc(-c2ccc(Br)cc2)nc1/C=N/c1ccccn1,2,-41,-11,-119,-203,-2,-1,-0.8,8,-0.2,-5
CN(CC(=O)Nc1cccc(F)c1)C(=O)c1ccc(NC2CC2)c([N+](=O)[O-])c1,6,8,13,10,1,0,0,-0.2,-3,0.4,-4
CC(=O)Nc1ccc(S(=O)(=O)NCCC(=O)NCc2ccncc2)cc1,-7,11,-24,-6,4,-2,-2,-0.1,-13,-0.1,-3
O=C(c1cc2ccccc2oc1=O)N1CCN(Cc2ccc3c(c2)OCO3)CC1,-1,-16,-15,6,-10,10,-5,5.0,-3,0.0,-5
Fc1cccc(F)c1-n1c(CN2CCOCC2)csc1=S,15,-4,-9,2,12,-1,1,-0.5,8,0.0,-3
CC1CCN(S(=O)(=O)c2ccc3c(c2)oc(=O)n3CC(=O)N2c3ccccc3CC2C)CC1 (configuration not stated),-2,14,10,23,23,5,-1,0.4,-2,-0.1,-5
O=C(Nc1nnc(S(=O)(=O)N2CCCCCC2)s1)c1ccccc1Br,7,-2,-56,19,-9,23,7,-2.3,2,-0.1,-5
CCCCC(=O)Nc1ccc(NC(=O)CC)cc1OC,3,1,-16,11,7,-2,3,-1.9,17,3.6,-5
COc1ccc2[nH]c(=O)c(CN(CC3CCCO3)C(=S)Nc3ccc(C)cc3)cc2c1 (configuration not stated),-3,8,18,17,35,-1,-1,-0.4,-14,0.6,-5
Cn1c(NCc2cccc(Br)c2)nc2ccccc21,0,-28,-44,-37,-91,2,4,-1.0,-9,0.7,-4
COCCCn1c(Cc2csc(Nc3cccc(Cl)c3)n2)nnc1SCC(=O)OC,1,0,-13,6,1,2,6,-1.3,-6,-0.1,-10
NC(=O)c1ccccc1OCCOc1ccc(Br)cc1,0,-19,-39,-135,-115,24,5,0.3,1,0.1,-7
COCCNC(=O)COC(=O)c1nsc(Cl)c1Cl,-1,-4,-16,3,13,4,4,-2.9,7,-0.5,-2
CCOC(=O)c1ccc(S(=O)(=O)NNC(=O)c2cccc(N(C)C)c2)cc1,6,-2,-41,-32,-16,0,2,0.4,3,-0.2,-3
Cc1cccc(NC(=O)CSCC(=O)Nc2ccc(S(=O)(=O)N3CCOCC3)cc2)c1,-6,-4,9,-12,0,-5,1,-0.5,-15,1.5,-5
CNC(=O)c1cn(-c2ccc(Cl)cc2)c(=O)c2ccccc12,4,11,-39,14,9,-6,2,8.4,1,0.0,-5
COc1ccc(OCCSc2nnc(C(C)NC(=O)c3ccccc3F)n2C)cc1 (configuration not stated),-2,11,1,7,16,-2,-2,-0.7,-6,0.0,-2
O=CN1CCN(C(=O)c2cccc([N+](=O)[O-])c2)CC1,28,7,15,7,2,-5,2,-0.4,-7,-0.1,-4
O=C(CN(c1ccc(F)cc1)S(=O)(=O)c1ccccc1)NC1CCCCCC1,0,-2,-5,-8,4,4,2,-0.1,3,-0.1,-6
O=C1NC(=O)/C(=C/c2cccc(O)c2)N1,12,-1,-6,-12,-26,-5,-2,-0.3,9,0.2,-12
CSCC(C)N1CCC(CO)(CCc2ccccc2)CC1 (configuration not stated),-3,-6,2,11,14,3,3,-0.4,-1,0.1,-3
Cc1onc(-c2c(F)cccc2Cl)c1C(=O)N(C)CC(=O)Nc1cccc(F)c1,-9,7,-27,2,17,-3,-3,-0.3,x,0.0,-12
CCOc1ccc(C2C3=C(CCCC3=O)OC(N)=C2[N+](=O)[O-])cc1 (configuration not stated),6,2,-18,3,8,4,1,-0.7,0,0.0,7
FC(F)(F)c1cccc(CON=C2CCN(c3ncc(C(F)(F)F)cc3Cl)CC2)c1,3,-3,5,1,17,-4,-4,-1.6,5,0.0,-9
COc1cc(C(=O)Nc2nccs2)ccc1OCc1c(C)noc1C,-3,-11,-35,-4,-77,7,4,4.5,-7,-0.2,-9
Cc1ccc(C(=O)/C=C/Nc2ccc(S(=O)(=O)Nc3cc(C)nc(C)n3)cc2)cc1,3,-15,-92,-58,-14,-2,1,-0.1,x,-0.1,x
O=C(CCC1CCCN(C(=O)c2ccc(F)c(F)c2)C1)N1CCN(c2ccccn2)CC1 (configuration not stated),-28,-1,-18,16,2,-2,1,-0.3,u,0.3,-8
COC(=O)N1C(=O)[C@](c2ccccc2)(C2CCCC2)N1C(=O)OC,-1,14,3,30,27,4,5,0.2,5,0.2,-5
CC1=CC(=O)OC1Cc1ccncc1 (configuration not stated),-11,5,-6,8,4,0,1,0.5,0,-0.1,-7
NS(=O)(=O)c1ccc(CCNC(=O)C2CCN(S(=O)(=O)c3cccc4cccnc34)CC2)cc1,0,2,-26,2,7,2,0,2.4,3,-0.2,x
COC(=O)CC1SCCNC1=O (configuration not stated),-1,7,-3,-2,12,8,3,-1.4,1,-0.1,-5
CCOC(=O)C1CCN(CC(O)COc2ccc(C(=O)CC)cc2)CC1 (configuration not stated),-7,9,4,3,1,-1,4,6.4,3,-0.1,-3
Cc1cc(C)cc(OCC(=O)OCC(=O)NCc2cccs2)c1,5,-1,20,-3,10,4,3,6.9,-15,-0.1,-5
Cc1cccc(C(=O)OC2CCN(C)CC2)c1,7,5,-35,11,4,-8,4,0.2,-3,-0.3,4
Cc1c2cnn(CC(=O)NCc3ccccn3)c(=O)c2c(C)n1Cc1ccccc1,x,x,-6,14,0,14,-1,1.3,-9,0.0,-3
CN(CC(=O)Nc1ccccc1Cl)C(=O)C1CCN(C(=O)c2ccc(Cl)cc2)CC1,0,2,1,-2,14,-1,-2,0.1,4,0.7,-6
CCCn1c(SCC(N)=O)nnc1C(C)C,-1,1,-4,-2,9,0,-2,-1.2,x,-0.2,x
Cc1cc(Nc2cccc(Cl)c2)c2ccccc2n1,-1,17,18,22,30,78*,5,-0.4,-8,0.8,-5
CN(CCNC(=O)C1CCC(=O)N(Cc2cccc(F)c2)C1)CCc1ccccc1 (configuration not stated),7,2,-2,-14,2,2,x,-0.4,-3,0.1,x

# Part of the list above in order of formula weight, lowest first.
SMILES,PDI turbidity,TRPM1 prom inh,NR2E3 ag-1,Peg3 promoter,HIF-2a inh,Exocytosis inh,NR2E3 ag-2,hiPSC survival,Vif imaging,aDG glyco act,CaV13 ICDI inh
CC1=CC(=O)OC1Cc1ccncc1 (configuration not stated),-11,5,-6,8,4,0,1,0.5,0,-0.1,-7
CCCCC(=O)Nc1ccc(NC(=O)CC)cc1OC,3,1,-16,11,7,-2,3,-1.9,17,3.6,-5
CN(CC(=O)Nc1cccc(F)c1)C(=O)c1ccc(NC2CC2)c([N+](=O)[O-])c1,6,8,13,10,1,0,0,-0.2,-3,0.4,-4
CC(C)(CNC(=O)CNC(=O)c1ccc(Cl)cc1Cl)N1CCOCC1,-3,-5,39,-18,0,-3,x,-0.5,-6,0.4,-4

# Following part.
SMILES,PDI turbidity,TRPM1 prom inh,NR2E3 ag-1,Peg3 promoter,HIF-2a inh,Exocytosis inh,NR2E3 ag-2,hiPSC survival,Vif imaging,aDG glyco act,CaV13 ICDI inh
CN1CCN(c2ccccc2NC(=O)COc2ccccc2)CC1,1,-8,-10,17,-1,-2,-1,1.2,7,-0.2,-6
CC(NC(=O)NC(=O)c1cccc([N+](=O)[O-])c1)C1CC1 (configuration not stated),1,-7,15,-35,-47,0,x,-0.4,0,-0.3,x
CC(C)Oc1cccc(C(=O)C2CCCN(C(=O)c3noc4c3CCCC4)C2)c1 (configuration not stated),-8,3,5,9,4,-2,1,-0.8,1,0.5,-2
O=C(N/N=C/C=C/c1ccccc1)c1ccccc1Br,-4,-26,7,-92,-104,-3,-2,0.8,9,0.0,-4
CC(=O)N1CCOc2ccc(S(=O)(=O)NCC3CCC(C(=O)Nc4ncccc4C)CC3)cc21 (configuration not stated),0,-8,-6,10,0,-3,-1,-0.3,5,-0.2,-3
CC(C)(C)NC(=O)c1ccc(NC(=O)c2ccccc2-c2ccccc2C(=O)O)cc1,-6,-4,20,16,11,0,-1,-0.7,2,0.0,7
C/C(=N\Nc1cc(C)nc(-c2ccccc2O)n1)c1ccccc1,3,-26,-17,-84,-149,-1,0,2.3,6,-0.2,-7
COc1ccc(-c2cc(C(=O)N(C)Cc3cccc(OC)c3OC)c3ccccc3n2)cc1OC,-7,-17,3,55*,-6,2,0,-0.3,1,-0.3,-3

# A different layout for 4 compounds above.
Compound: O=C(N/N=C/C=C/c1ccccc1)c1ccccc1Br
  PDI turbidity = -4
  TRPM1 prom inh = -26
  NR2E3 ag-1 = 7
  Peg3 promoter = -92
  HIF-2a inh = -104
  Exocytosis inh = -3
  NR2E3 ag-2 = -2
  hiPSC survival = 0.8
  Vif imaging = 9
  aDG glyco act = 0.0
  CaV13 ICDI inh = -4

Compound: CC(=O)N1CCOc2ccc(S(=O)(=O)NCC3CCC(C(=O)Nc4ncccc4C)CC3)cc21 (configuration not stated)
  PDI turbidity = 0
  TRPM1 prom inh = -8
  NR2E3 ag-1 = -6
  Peg3 promoter = 10
  HIF-2a inh = 0
  Exocytosis inh = -3
  NR2E3 ag-2 = -1
  hiPSC survival = -0.3
  Vif imaging = 5
  aDG glyco act = -0.2
  CaV13 ICDI inh = -3

Compound: CC(C)(C)NC(=O)c1ccc(NC(=O)c2ccccc2-c2ccccc2C(=O)O)cc1
  PDI turbidity = -6
  TRPM1 prom inh = -4
  NR2E3 ag-1 = 20
  Peg3 promoter = 16
  HIF-2a inh = 11
  Exocytosis inh = 0
  NR2E3 ag-2 = -1
  hiPSC survival = -0.7
  Vif imaging = 2
  aDG glyco act = 0.0
  CaV13 ICDI inh = 7

Compound: C/C(=N\Nc1cc(C)nc(-c2ccccc2O)n1)c1ccccc1
  PDI turbidity = 3
  TRPM1 prom inh = -26
  NR2E3 ag-1 = -17
  Peg3 promoter = -84
  HIF-2a inh = -149
  Exocytosis inh = -1
  NR2E3 ag-2 = 0
  hiPSC survival = 2.3
  Vif imaging = 6
  aDG glyco act = -0.2
  CaV13 ICDI inh = -7
